HIV peptide binding: inhibitors of HIV fusion peptide binding, primary screen, biochemical, uHTS, fluorescence dequenching (AID 1986) | inhibition, % at 20 µM, or IC50 in µM where a hit was titrated | hit rate 0.3% among 290,000 | cell-free peptide binding, fluorescence dequenching, 30 min; higher % means a stronger effect; in the data active means inhibition mostly above about 52%, no sharp cut-off; inactive means mostly below about 76%; further: some results filed as inactive read as strong as hits
NS5 inhibitors: Dengue-2 NS5 methyltransferase inhibitors, primary screen, biochemical, confirmation dose response (AID 588689); Genome polyprotein (Dengue virus type 2 (strain 16681-PDK53)); Dengue-2 NS5 methyltransferase capping enzyme assay, biochemical; higher % means a stronger effect; one-dose inhibition, % at 25 µM; IC50 in µM for titrated hits; hit rate 0.3% among 340,000; in the data active means a potency from the dose series; inconclusive means inhibition above about 29% without an active follow-up result
AID2073: inhibitors of Mint1-CaV2.2 protein interaction, biochemical, HTRF (AID 2073); Voltage-dependent N-type calcium channel subunit alpha-1B (Homo sapiens); HTRF protein-protein interaction, Mint1-CaV2.2; higher % means a stronger effect; inhibition, % at 20 µM, or IC50 in µM where a hit was titrated; hit rate 0.19% among 290,000; in the data active means inhibition mostly above about 51%, no sharp cut-off; inconclusive means no clear call, values can overlap the other calls; inactive means mostly below about 53%; further: some results filed as inactive read as strong as hits
GPR55 antagonists: GPR55 antagonists blocking LPI-driven arrestin recruitment, primary screen, imaging, U2OS, beta-arrestin-GFP, LPI agonist (AID 2013); G-protein coupled receptor 55 (Homo sapiens); U2OS GPR55 beta-arrestin-GFP translocation imaging, LPI antagonism; higher % means a stronger effect; inhibition, % at 10 µM; hits with a dose series show IC50 in µM; hit rate 0.13% among 290,000;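 active means spots per cell inhibited over 60%, with over 100 cells counted and total cytoplasm intensity under 500,000; inconclusive means wells with under 100 cells, flagged as likely toxic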;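 further: U2OS cells stably carrying GPR55 and arrestin-GFP stimulated by 5 µM LPI near EC80; imaged beta-arrestin-GFP aggregate spots per cell after agonist stimulation; plate controls were LPI-stimulated DMSO wells for no effect and DMSO wells without LPI for full effect; some results filed as inactive read as strong as hits; confirmed hits need IC50 under 10 µM and bright autofluorescent wells are also inconclusive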
GPR55 activation: GPR55 agonists via beta-arrestin recruitment, primary screen, imaging, U2OS cells, beta-arrestin-GFP redistribution (AID 1961); U2OS GPR55 beta-arrestin-GFP redistribution imaging; higher % means a stronger effect; activation, % at 10 µM, or EC50 in µM where a hit was titrated; hit rate 0.048% among 290,000;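 active means activation above 40% with more than 50 cells counted in the well; inconclusive means wells holding fewer than 50 cells, flagged as toxic or sparse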;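 further: U2OS osteosarcoma cells stably expressing GPR55 and beta-arrestin-GFP; plate controls were DMSO negative control for no effect and LPI positive control for full effect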
SIAH1 antagonists: Siah-1 peptide-binding antagonists, primary screen, biochemical, fluorescence polarization, rhodamine-plectin, uHTS (AID 1817); Siah-1 / rhodamine-plectin peptide fluorescence polarization; higher % means a stronger effect; displacement, % at 20 µM, or IC50 in µM where a hit was titrated; hit rate 0.02% among 290,000;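 active means displacement of at least 50% at 20 µM, with a fluorescence ratio check between 0.3 and a set limit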;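 further: plate controls were Siah plus tracer with DMSO for no effect and tracer alone without Siah for full effect; strong numbers were not always called active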
GPR35 arrestin U2OS: GPR35 antagonists blocking zaprinast-driven arrestin recruitment, primary screen, imaging, U2OS, beta-arrestin-GFP, zaprinast agonist (AID 2058); G-protein coupled receptor 35 (Homo sapiens); U2OS GPR35 beta-arrestin-GFP translocation imaging, zaprinast antagonism; higher % means a stronger effect; inhibition, % at 10 µM; hits with a dose series show IC50 in µM; hit rate 0.052% among 290,000;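 active means inhibition of at least 50% with at least 30 cells and total cytoplasm GFP at most 10,000,000; inconclusive means under 30 cells or total GFP of 10,000,000 plus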
K1F lysis inhibition: inhibition of K1F phage lysis, E. coli UTI89, bacterial capsule biogenesis inhibitors, alamar blue (AID 488966) | hit rate 0.02% among 340,000 | inhibition, % at 100 µM; hits with a dose series show IC50 in µM | E. coli UTI89 K1F phage lysis, alamar blue, 2 h; higher % means a stronger effect;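 active means phage lysis inhibition, versus mean bacterial control, above a set limit; inconclusive means no clear call, values can overlap the other calls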;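 further: capsule biogenesis inhibitors block K1F phage lysis so surviving cells raise fluorescence; higher fluorescence means more inhibition of phage lysis; actives were called in the ten point dose series up to 300 µM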
NTR1 agonist: agonists of NTR1, primary screen, imaging, U2OS cells, beta-arrestin-GFP, high content (AID 493036). hit rate 0.17% among 330,000. Neurotensin receptor type 1 (Homo sapiens), P30989. activation, % at 20 µM. NTR1-U2OS beta-arrestin-GFP spot imaging, agonist mode;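 active means activation at or above 40% of the spot to cytoplasm intensity ratio, with at least 20 cells analyzed; inconclusive means wells under 20 cells, flagged as cytotoxic or low count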;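 further: 0% = DMSO without peptide and 100% = 100 nM NTR1 peptide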
Target sequence (P30989 whole entry, looked up): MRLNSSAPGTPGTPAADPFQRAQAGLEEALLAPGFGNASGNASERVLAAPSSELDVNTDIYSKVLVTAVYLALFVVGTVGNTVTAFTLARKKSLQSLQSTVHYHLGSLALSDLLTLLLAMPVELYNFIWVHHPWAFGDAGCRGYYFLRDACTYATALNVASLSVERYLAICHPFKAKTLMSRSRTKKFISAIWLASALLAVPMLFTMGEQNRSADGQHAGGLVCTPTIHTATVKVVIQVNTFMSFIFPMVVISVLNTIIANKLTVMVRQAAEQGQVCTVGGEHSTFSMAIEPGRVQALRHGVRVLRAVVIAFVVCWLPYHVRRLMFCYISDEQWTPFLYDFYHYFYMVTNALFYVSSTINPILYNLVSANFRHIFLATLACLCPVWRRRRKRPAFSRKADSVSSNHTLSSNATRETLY
NTR1 agonist cell count 20 µM: second read-out of NTR1 agonist, no call of its own (marks repeat the call); cell count; measured here: cell count, cytotoxicity flag
Numbers without * were called inactive; ? = inconclusive; · = not tested or not shown; [ ] = dose if it differs, or a comment.

no.	Structure	NTR1 agonist	HIV peptide binding	GPR55 activation	NS5 inhibitors	GPR35 arrestin U2OS	K1F lysis inhibition	NTR1 agonist cell count 20 µM	AID2073	GPR55 antagonists	SIAH1 antagonists
1	CCN(CC)c1ccc(/C=N/N=C(c2ccccc2)c2ccccc2)c(O)c1	0.8	1.8%	0.1%	-35.6%	5.1%	3.2%	48	10.7%	12.1%	8.7%
2	O=[N+]([O-])c1ccccc1/C=C/CN1CCN(Cc2ccc3c(c2)OCO3)CC1	0.2	-0.3%	-0.2%	·	-8.7%	-0.8%	59	7.7%	-9.2%	-0.2%
3	Cc1cc(C)n(-c2ncccc2[N+](=O)[O-])n1	1.0	0.2%	-0.1%	-1.5%	11.9%	-1.8%	45	6.6%	9.9%	1.1%
4	O=C(COC(=O)c1cc(Cl)ccc1[N+](=O)[O-])NCc1ccc(Cl)cc1Cl	6.1	0.4%	-0.3%	-4.5%	·	0.1%	32	-3.0%	-1.7%	-4.1%
5	Cc1cccc(N(C)S(=O)(=O)c2ccc3c(c2)NC(=O)CC(=O)N3)c1	1.3	-1.9%	-0.3%	-1.6%	5.9%	-1.3%	49	10.6%	10.5%	-4.5%
6	CNS(=O)(=O)c1cc(C(=O)NCc2ccco2)ccc1Cl	1.4	0.7%	0.0%	-0.7%	-5.9%	0.2%	47	23.3%	5.4%	2.8%
7	COC(=O)c1sccc1NC(=O)C1CC2CCC1C2 (configuration not stated)	-0.8	-1.8%	-0.2%	-2.4%	4.7%	0.9%	83	6.7%	-3.4%	6.0%
8	Cc1cc(O)c(-c2n[nH]c3c2C(c2cccc(O)c2)N(Cc2cccnc2)C3=O)cc1Cl (configuration not stated)	38.1	1.5%	-0.1%	-10.8%	14.6%	0.0%	75	7.0%	-3.5%	5.1%
9	CC(NC(=S)Nc1cccc(F)c1)C(c1cccs1)N1CCOCC1 (configuration not stated)	2.0	0.7%	-0.1%	-13.4%	20.0%	0.0%[50 µM]	60	-2.8%	18.2%	-0.6%
10	CCN(CC)c1ccc(NC(=O)c2c(C)noc2C)cc1	-0.4	0.8%	-0.1%	-6.4%	-6.3%	0.0%	49	-11.3%	8.2%	6.6%
11	COc1cccc(NC(=O)CN(C)CC(=O)Nc2ccc3c(c2)CCC3)c1	2.6	-0.9%	-0.1%	-9.5%	-2.9%	0.1%	39	-6.5%	-1.3%	-3.3%
12	CC(=O)c1ccc(S(=O)(=O)NCc2nnnn2-c2ccccc2)cc1	-1.3	0.1%	0.1%	-2.7%	13.5%	0.1%	75	-7.2%	5.0%	11.0%
13	Cc1cc([N+](=O)[O-])nn1CC(=O)Nc1nccs1	-0.7	-2.1%	-0.3%	5.9%	·	1.8%[50 µM]	39	0.4%	10.0%	-3.3%
14	CC(C)(C)C(=O)Nc1cccc(OC(F)(F)C(F)Cl)c1 (configuration not stated)	0.8	-1.0%	-0.1%	-10.6%	4.9%	0.5%	66	-5.1%	0.7%	8.3%
15	COc1cc(CN2CCC(C(=O)N3CCCC(C)C3)CC2)cc(Br)c1O (configuration not stated)	-2.1	3.1%	1.0%	2.0%	11.1%	-0.1%	50	-3.1%	13.0%	3.3%
16	CCCN1Cc2cccc(C(=O)NC(CC(=O)OCC)c3ccc(OC(C)C)cc3)c2C1=O (configuration not stated)	2.6	-0.9%	0.4%	·	-8.6%	3.0%	99	-3.9%	-5.0%	4.1%
17	Cc1cc(NC(=S)N(Cc2ccc(Cl)cc2)Cc2ccc(C(=O)O)cc2)ccc1Cl	3.3	53.2%	-0.3%	-2.3%	-9.2%	-0.8%	38	38.8%	13.4%	17.0%
18	CSc1nc(=S)n(-c2ccc([N+](=O)[O-])cc2)c(C)c1C(C)=O	1.1	-0.4%	0.3%	1.9%	-4.3%	0.6%	56	5.9%	-10.3%	-3.1%
19	CCc1cc2ccc(C)cc2nc1SCC(=O)NNC(=O)c1ccco1	1.9	4.3%	-0.1%	-4.5%	5.5%	0.1%	75	4.7%	2.3%	7.1%
20	Cc1cc(C)c(C2C(C#N)=C(N)Oc3n[nH]c(C)c32)cc1CN1CCOCC1 (configuration not stated)	1.4	-1.3%	-0.1%	-2.4%	-7.8%	-0.4%	65	-7.2%	7.2%	0.0%
21	COC(=O)c1[nH]c2ccccc2c1NC(=O)CN1CCCc2ccccc21	-1.3	-1.7%	-0.2%	-13.2%	14.0%	2.4%	82	6.5%	10.0%	2.8%
22	CCc1cc2c(=O)n(N)c(CCC(=O)O)nc2s1	-0.7	-1.6%	0.2%	0.0%	-3.4%	-0.1%	39	10.0%	-20.4%	-4.1%
23	Cc1cc(C)nc(N2CCC(C(=O)NCCc3ccc(F)cc3)CC2)n1	-0.9	1.0%	0.3%	-0.7%	-3.3%	-0.7%	72	3.2%	-1.0%	-3.4%
24	CCn1nc(C)c(CN2CCC(Oc3ccc(C(=O)N4CCCC4)cc3)CC2)c1C	2.4	-0.7%	-0.3%	-1.8%	-7.1%	0.0%	76	-0.4%	-2.0%	8.3%
25	COC(=O)Nc1sccc1C(=O)Nc1sccc1C(=O)OC	0.8	15.2%	0.2%	-10.5%	9.3%	7.3%	67	-0.4%	5.3%	-1.1%
26	CC(C)CCNC(=O)c1ccc2c(Cl)c3c(nc2c1)CCC3	4.0	-1.8%	0.4%	-6.5%	4.9%	0.2%	49	11.3%	11.9%	-4.9%
27	C=CCNC(=O)/C(C#N)=C/c1c(N(Cc2ccccc2)Cc2ccccc2)nc2ccccn2c1=O	18.9	0.4%	0.2%	-3.2%	-2.8%	0.3%	55	14.7%	0.8%	-0.5%
28	O=[N+]([O-])c1cccn2cc(-c3ccc(Br)cc3)nc12	0.7	-4.7%	0.1%	-4.6%	7.7%	0.2%	82	7.9%	-2.1%	33.5%
29	Cc1ccc(Cn2c(=N)c(C(=O)NC3CCCC3)cc3c(=O)n4ccccc4nc32)cc1	10.2	-0.9%	1.0%	?	0.6%	0.4%	54	20.3%	10.8%	-3.8%
30	CC(=O)c1ccccc1Oc1cc(NN2CCCCC2)c([N+](=O)[O-])cc1[N+](=O)[O-]	8.0	-0.6%	0.0%	4.1%	10.6%	1.5%	56	7.3%	6.4%	-7.1%
31	COc1ccc(CNC(=O)CCNS(=O)(=O)c2ccc(C)cc2)cc1	-4.7	0.3%	0.3%	-0.8%	-7.5%	6.6%	95	6.5%	-0.5%	1.6%
32	O=C(COc1ccccc1Cl)N1CCCC1	-1.1	-1.9%	0.0%	0.8%	-7.8%	0.1%	75	-2.4%	2.7%	-2.2%
33	CCCCN1C(=O)NC(NC(C)=O)(C(F)(F)F)C1=O (configuration not stated)	-0.2	-1.9%	-0.1%	1.4%	-4.6%	0.8%	60	-3.9%	-14.7%	5.4%
34	O=C(CCCN1C(=O)/C(=C/c2ccccc2Cl)SC1=S)Nc1ccccn1	14.2	4.6%	-0.1%	5.1%	14.1%	2.3%[50 µM]	84	-8.8%	10.4%	-3.0%
35	COc1ccc(N2CCN(Cc3nnnn3C3CCCCC3)CC2)cc1	0.6	-0.3%	-0.1%	0.0%	3.9%	3.2%	33	8.2%	5.8%	-3.4%
36	O=C(Nc1nnc(S(=O)(=O)N2CCOCC2)s1)c1ccc(F)cc1	2.9	0.8%	0.5%	-6.2%	-13.6%	-0.6%	68	0.3%	-1.6%	20.6%
37	O=C(NCCc1cccnc1)c1cc(COc2ccc(F)cc2Cl)on1	0.6	1.1%	-0.1%	-6.0%	3.1%	0.0%	49	-2.6%	17.3%	-2.2%
38	Cc1cc(Cl)c(S(=O)(=O)Nc2cccc(O)c2)cc1OCC(N)=O	3.5	-0.6%	-0.3%	1.5%	7.1%	1.2%	65	-0.3%	5.1%	-5.2%
39	COc1ccc(C(=O)Nc2nc3nc(-c4ccccc4)cc(=O)n3[nH]2)cc1	·	8.3%	-0.3%	-0.8%	8.5%	-0.6%	·	6.4%	7.6%	6.3%
40	N#Cc1c(/N=C/c2ccco2)sc2c1CCCCC2	0.8	0.7%	-0.3%	-0.8%	-17.1%	-0.1%	79	-10.5%	5.1%	1.0%

Whole records as entered above.
Record of `Cc1cc(Cl)c(S(=O)(=O)Nc2cccc(O)c2)cc1OCC(N)=O` = NTR1 agonist: 3.5; HIV peptide binding: -0.6%; GPR55 activation: -0.3%; NS5 inhibitors: 1.5%; GPR35 arrestin U2OS: 7.1%; K1F lysis inhibition: 1.2%; NTR1 agonist cell count 20 µM: 65; AID2073: -0.3%; GPR55 antagonists: 5.1%; SIAH1 antagonists: -5.2%
Record of `O=C(CCCN1C(=O)/C(=C/c2ccccc2Cl)SC1=S)Nc1ccccn1` = NTR1 agonist: 14.2; HIV peptide binding: 4.6%; GPR55 activation: -0.1%; NS5 inhibitors: 5.1%; GPR35 arrestin U2OS: 14.1%; K1F lysis inhibition: 2.3%[50 µM]; NTR1 agonist cell count 20 µM: 84; AID2073: -8.8%; GPR55 antagonists: 10.4%; SIAH1 antagonists: -3.0%
Record of `O=C(NCCc1cccnc1)c1cc(COc2ccc(F)cc2Cl)on1` = NTR1 agonist: 0.6; HIV peptide binding: 1.1%; GPR55 activation: -0.1%; NS5 inhibitors: -6.0%; GPR35 arrestin U2OS: 3.1%; K1F lysis inhibition: 0.0%; NTR1 agonist cell count 20 µM: 49; AID2073: -2.6%; GPR55 antagonists: 17.3%; SIAH1 antagonists: -2.2%

Individual results from above.
Under GPR35 arrestin U2OS, cpd 36 has -13.6%
Under NTR1 agonist, cpd 38 has 3.5

Assay outcomes deposited in PubChem by several laboratories.
